EPAC1 ag: qHTS for Agonist of cAMP-regulated guanine nucleotide exchange factor 3 (EPAC1): primary screen; actives 0.073% (n = 360,000); EPAC1 agonist qHTS, biochemical assay; response scale: 100% = response to 6.5 mM cAMP; Potency, µM (doses to about 154 µM), for the others: at the top dose activation, hits mostly activators; Rap guanine nucleotide exchange factor 3 (Homo sapiens), O95398; further: potency means the concentration at half of the fitted maximal effect; nearly all actives have a fitted effect of over 60% in size
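EPAC1 100 nM, Rap1B–BODIPY-GDP 250 nM, unlabeled GDP 50 uM; compound titration; 5 min RT; kinetic read ex480/em540 at 5-min intervals ×30 min; data normalized to 6.5 mM cAMP agonist control.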
IL2 activator: qHTS of IL-2 Activators | activation, % (series mostly up to about 46 µM) | actives 0.065% (n = 360,000) | IL-2 activation reporter assay, cell-based qHTS; stimulated with anti-CD3/CD4/CD28 beads; in transgenic mouse T cells | AID 652025, 2013; in the data active means activation above about 50%; inconclusive means mostly about 30% to 49%; further: 0% is about no effect
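Screening format: compound pinned onto unstimulated transgenic mouse T cells, 60 min incubation, then anti-CD3/anti-CD4/anti-CD28 bead stimulation for 18 hours at 37 degrees C, followed by EGFP and DsRed detection.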
EPAC1 antag: qHTS for Antagonist of cAMP-regulated guanine nucleotide exchange factor 3 (EPAC1): primary screen | Rap guanine nucleotide exchange factor 3 (Homo sapiens), O95398 | EPAC1 GEF assay, Rap1b-BODIPY-GDP exchange fluorescence | Potency, µM (series often up to 115 µM), inactives show top-dose activity change, negative = inhibition, most hits filed as inhibitors | actives 0.14% (n = 360,000);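 further: potency means the concentration at half of the fitted maximal effect; plate controls were vehicle for no effect and positive control for full effect; nearly all actives have a fitted effect of over 50% in size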
Abeta yeast res: qHTS for compounds that reverse cellular toxicity of Amyloid beta (A-beta) peptide in yeast: Primary Screen | yeast expressing A-beta42, growth rescue, OD600, 48 h; response scale: 0% DMSO, 100% iron-clioquinol control | Potency, µM (titrated, usually from 46.1 µM), for inactives: top-dose growth rescue, hits mostly activators | actives 0.063% (n = 410,000); further: potency means the concentration at half of the fitted maximal effect; nearly all actives have a fitted effect of over 55% in size
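Growth rescue measured by 600 nm absorbance after 48 h yeast culture at 30 C with compound. Values normalized between DMSO and an equimolar ferric chloride plus clioquinol control.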
WRN helicase inh: qHTS for Inhibitors of WRN Helicase. Bifunctional 3'-5' exonuclease/ATP-dependent helicase WRN (Homo sapiens), Q14191. WRN helicase unwinding, fluorescent forked duplex, kinetic. Potency, µM (top dose mostly 114 µM), for the others: at the top dose activity change, negative = inhibition, actives largely listed as inhibitors. actives 0.46% (n = 360,000). AID 651768, 2012; further: potency means the concentration at half of the fitted maximal effect; on the % scale 0 is the no-effect control and ±100 the full control effect; nearly all actives have a fitted effect of over 55% in size
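Enzyme (20 nM final) and test compound sit together 15 min at room temperature before substrate addition. Substrate is a single-forked duplex oligonucleotide (100 nM) labelled with fluorophore and quencher, with 2 mM ATP; helicase unwinding raises red fluorescence, read kinetically.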
PI5P4K alpha inh: qHTS for Inhibitors of phosphatidylinositol 5-phosphate 4-kinase (PI5P4K); Phosphatidylinositol 5-phosphate 4-kinase type-2 alpha (Homo sapiens), P48426; PI5P4Kalpha enzyme, ADP-Glo luminescence, 60 min; stronger effect = lower value; max response, %; actives 1.2% (n = 330,000); AID 652105, 2013; active means max response of -50% or lower; inconclusive means between -30% and -50%; inactive means -30% or higher; further: value at the top dose of about 77 µM; on the % scale 0 is the no-effect control and ±100 the full control effect
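Controls without substrate or without enzyme flank wells where PI5P4Kalpha converts substrate using 5 microM ATP (final). Incubation lasts 60 minutes at room temperature; ADP formed is read by ADP-Glo luminescence.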
FUS suppressor: qHTS for Suppressors of FUS Proteinopathy: Primary screen using FUS-linked yeast assay; S. cerevisiae FUS-expressing, growth rescue, OD600, 24 h; Potency, µM (highest dose often 76.6 µM), for inactives: at the top dose growth rescue (activation), hits mostly activators; actives 0.24% (n = 390,000); AID 1347120, 2019;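 further: potency means the concentration at half of the fitted maximal effect; plate controls were DMSO vehicle for no effect and reference control for full effect; nearly all actives have a fitted effect of over 55% in size; some results filed as inactive show a strong effect at the top dose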
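Read-out: OD at 600 nm after 24hr at 30C, reporting rescue of FUS-induced yeast toxicity. Cells at OD 0.005 in galactose (2%) minimal medium; compounds tested in a dilution series; CP55940 titration from 92uM final as control.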
PLK1 PBD block: qHTS for Inhibitors of PLK1-PDB (polo-like kinase 1 - polo-box domain): Primary Screen. AID 720504, 2013. Plk1 PBD binding of FITC phosphopeptide, fluorescence polarization. actives 2.8% (n = 360,000). Potency, µM, for inactives: max response, negative = inhibition, actives largely listed as inhibitors. Serine/threonine-protein kinase PLK1 (Homo sapiens), P53350; further: potency means the concentration at half of the fitted maximal effect; series mostly up to about 57 µM; on the % scale 0 is the no-effect control and ±100 the full control effect; nearly all actives have a fitted effect of over 65% in size
Starred values were filed as active, the others as inactive; ? = inconclusive; / = no result given; [ ] = dose if it differs, or a comment. Unless noted, the call rests on the fitted dose curve; in most records, active means well fitted curve in the direction sought with a large enough effect; inconclusive means small, poorly fitted or top-dose-only effect, or another doubt; inactive means no such curve, though single readings can be large; an effect the other way counts as inactive or inconclusive.

SMILES	EPAC1 ag	IL2 activator	EPAC1 antag	Abeta yeast res	WRN helicase inh	PI5P4K alpha inh	FUS suppressor	PLK1 PBD block
COCCNC(=O)c1ccc(NS(=O)(=O)c2cc(C)ccc2C)cc1	-1%	-0.1	9%	-4%	0%	/	18%	-10%
Cn1c(CCn2ccccc2=O)nc2cc(NC(=O)COc3ccccc3)ccc21	4%	-0.1	9%	-3%	-1%	-1	14%	-13%
C=CCOc1c(CNc2ccc(C(=O)O)cc2)cccc1OC	4%	11	-1%	-9%	-35%[57.1 µM]	1	8%	-6%
O=C(O)/C(=C\c1ccc(Br)cc1)NC(=O)c1cccs1	2%	-0.5	1%	-11%	-9%	1	27%	-11%
Cc1noc(C)c1CSc1nc2sc(C)c(C)c2c(=O)n1C1CCCC1	-7%	-1.2	-2%	17%	2%	5	7%	-7%
CCOC(=O)N1CCN(c2cc(=O)n(-c3ccc(Br)cc3)c(=O)[nH]2)CC1	9%	-2.1	4%	1%	5%	1	-7%	-13%
Cc1c(Cl)cccc1NC(=O)c1ccc(OCC(=O)NCc2ccccc2)cc1	-6%	-0.1	-18%	6%	-1%	-2	/	-1%
Cc1cccc2nc(-c3ccco3)c(Nc3ccccc3)n12	9%	0.0	4%	2%	-9%	9	-9%	-3%
COc1ccc(Nc2cc(C)nc3ccccc23)cc1	-3%	-2.7	1%	11%	-7%	/	20%	-5%
CCSc1ccc(-c2nn(-c3ccccc3)cc2/C=C(/C#N)C(=O)NC)cc1	-5%	1.1	2%	-3%	12%	-2	11%	-8%
CN(C)CCN(Cc1ccco1)C(=O)c1cc2c(Cl)nc3ccccc3c2s1	10%	-1.0	-21%	6%	17%	1	22%	-7%
O=[N+]([O-])c1c(Nc2ccccc2O)ccc2nonc12	9%	13	-6%	-14%	-9%	-16	20%	-21%
CC(=O)Nc1ccc(NC(=O)C2(C)Cc3c(-c4cccc(C(N)=O)c4)ccnc3O2)cc1 (stereo not given)	-4%	2.8	8%	-10%	4%	-2	-35%	2%
O=C1/C(=C/c2ccccc2)SC(=S)N1N1C(=O)C2CC2C1=O (stereo not given)	0%	-4.0	-13%	7%	0%	0	-8%	-22%
O=C(CCN1CCOCC1)Nc1ccc(Cl)cc1	0%	-0.2	-1%	-9%	1%	-1	-20%	-4%
O=C(C1CCCO1)N1CCN(c2ccc(F)cc2)CC1 (stereo not given)	0%	0.9	8%	12%	-8%	-11	9%	-9%
CC(C)Cn1c([N+](=O)[O-])nc2c1c(=O)[nH]c(=O)n2C	-2%	-4.7	-8%	11%	0%	-4	7%	-1%
COc1ccc([C@H](OC)[C@@]2(Cc3ccc(O)cc3)N=C(N)N(C)C2=O)cc1	0%	0.6	4%	0%	9%	3	17%	4%
COc1ccccc1NC(=O)C1CCCN(S(=O)(=O)c2ccccc2)C1 (stereo not given)	7%	1.6	-16%	-6%	-29%	16	/	-8%
CC(=O)c1cccc(NC(=O)/C(=C/c2ccncc2)NC(=O)c2ccccc2)c1	3%	-2.5	-17%	10%	3%	1	4%	3%
Cc1ccc2c(c1)N(Cc1cccc(Cl)c1)C(=O)c1cccnc1O2	6%	-0.3	-14%	12%	5%	-2	24%	2%
CCOC(=O)COc1ccc2c(C)cc(=O)oc2c1C(=O)c1ccccc1	-5%	-0.7	-4%	-1%	-5%[57.1 µM]	14	12%	21µM*
COc1c2c(nc3ccccc13)OC(C(C)(O)CO)C2 (stereo not given)	7%	0.5	11%	9%	-6%	/	0%	0%
COc1cccc(OC)c1OCCOCCN1CCN(C)CC1	-1%	1.0	29%	0%	12%	-2	-1%	1%
CCNC(=O)N(CC)C[C@H]1N[C@@](CC)(C(=O)OC)[C@H]2C(=O)N(Cc3ccccc3)C(=O)[C@@H]12	0%	1.8	1%	-13%	-8%	-1	-26%	-11%
CCC/C(=N/NC(=O)c1csc(C)c1C)c1ccc(Cl)s1	3%	-1.9	-15%	17%	-5%	6	-12%	-2%
CCSc1nc2c(c(=O)[nH]1)C(c1cccs1)C(C(=O)OC)=C(C)N2 (stereo not given)	-25%	-3.1	-6%	-17%	-3%	0	-1%	-9%
Cc1ccnc(NC(=O)c2cc(-c3ccc(Cl)s3)nc3ccccc23)c1	-2%	-1.0	-16%	5%	-12%	25	-11%	7%
COc1ccccc1CNC(=O)CC1C(=O)NCCN1C1Cc2ccccc2C1 (stereo not given)	8%	1.3	7%	10%	-4%	-2	22%	4%
COC(=O)c1ccc(NC(=S)NC2CCc3ccccc32)cc1 (stereo not given)	-6%	-2.0	7%	3%	-1%	1	-18%	-7%
CCC(=O)c1ccc(OCC(O)CN2CCN(S(=O)(=O)c3ccc(NC(C)=O)cc3)CC2)cc1 (stereo not given)	11%	2.7	-3%	1%	2%	0	5%	-6%
O=C(COc1ccc(Cl)cc1)Nc1ccc2c(c1)C(=O)NC2=O	-5%	2.8	2%	-6%	3%	1	-5%	2%
CC(C)=CC(=O)Nc1ccc(OCc2ccccc2)cc1	2%	-0.7	-11%	14%	-16%[57.1 µM]	1	13%	2%
Cc1cc(OCC(=O)Nc2c(C(C)C)cccc2C(C)C)no1	-20%	-2.9	?	11%	-3%	2	5%	0%
CCc1ccc(NC(=S)N2CCC(NC(=O)c3ccccc3)CC2)cc1	-4%	-0.7	-12%	-25%	-5%[57.1 µM]	5	-16%	0%
COc1ccc(S(=O)(=O)N2CCOCC2)cc1C(=O)NC1CCCCC1	1%	-2.6	15%	3%	-30%	-4	16%	-8%
O=C(O)CSCC(=O)N1CCN(S(=O)(=O)c2cc(Cl)cc(Cl)c2)CC1	5%	-0.2	-1%	25%	-6%	1	6%	-2%
O=C(/C=C/c1ccc(Cl)cc1Cl)N1CCc2ccccc21	3%	-2.6	6%	-21%	-5%	2	28%	-6%
COc1cc(CCN(C(=O)c2cc3ccccc3[nH]2)C(C)c2nc3ccccc3[nH]2)cc(OC)c1 (stereo not given)	4%	0.8	-12%	-8%	-8%	-6	33%	3%
O=C(CN1C(=O)NC2(CCCCC2)C1=O)NCCCSc1ccccc1	1%	0.8	13%	0%	-2%	-4	34%	-7%
COc1cc(C(C[N+](=O)[O-])c2c(-c3ccccc3)cc3ccccn23)cc(OC)c1OC (stereo not given)	7%	-0.7	-10%	-21%	0%	/	50%	-12%
N#CCCn1c(C(C#N)(CCC#N)CCC#N)nc2ccccc21	12%	-1.0	-4%	12%	-4%[57.1 µM]	/	-19%	-1%
COc1ccc(CN=C2NC(=O)CC(C(=O)Nc3ccc([N+](=O)[O-])cc3C)S2)cc1 (stereo not given)	0%	-1.8	-1%	-3%	2%	4	-19%	-5%
COCCNC(=O)C1Cc2cc(S(=O)(=O)N3CCCC3)ccc2N1C(C)=O (stereo not given)	-6%	-1.4	6%	-23%	-24%	-6	24%	-14%
C/C(=N/NC(=O)C(O)(c1ccccc1)c1ccccc1)c1ccc([N+](=O)[O-])o1	-1%	-0.5	-3%	-10%	-10%	-19	0%	-10%
COC(=O)[C@@]12C[C@@H](CC(=O)N3CCSCC3)C(=O)N(Cc3ccc4c(c3)OCO4)C1=CCC(C)(C)C2	4%	-0.3	-2%	-7%	-6%	6	?	-5%
O=C(OCc1ccc(Br)cc1)c1cccnc1	2%	-0.4	-13%	4%	-1%	7	7%	-20%
CCOc1cc(C(=O)OCC(=O)Nc2c(C)cccc2C)ccc1OCC(=O)N1CCOCC1	-3%	0.2	8%	0%	5%	0	-29%	-1%
Cc1cnc(NC(=O)c2cc3c(C)nn(Cc4ccccc4Cl)c3s2)s1	-3%	-2.8	8%	5%	2%	2	3%	-12%
CC(C)Sc1ccc(C(=O)Nc2ccc(F)cc2F)cn1	1%	1.6	-3%	-6%	2%[57.1 µM]	-18	-12%	19µM*
Cc1nccc(-c2cccc(NC(=O)c3ccccc3Cl)c2)n1	-4%	1.8	-9%	2%	-2%	0	11%	-22%
COc1cc(NC(=O)Cc2ccccc2OC)cc(OC)c1	-5%	-0.3	3%	18%	1%	0	10%	3%
CCOc1ccc(NC(=O)CCC(=O)NNC(=O)COc2ccc(C)cc2)cc1	-1%	-0.2	10%	-1%	4%[57.1 µM]	-3	27%	-19%
O=C(/C=C/c1ccccc1)N1CCN(CCN2C(=O)c3cccc4cccc(c34)C2=O)CC1	-5%	-3.9	-28%	-13%	10%	0	-9%	-2%
C1CC2CN(c3nc4nonc4nc3N3CCSCC3)CCN2C1 (stereo not given)	3%	0.4	?	0%	-14%	4	18%	-18%
NC(c1csc(Nc2ccc(C(=O)NCCCO)cn2)n1)c1ccccc1Cl (stereo not given)	-3%	0.1	21%	-4%	-11%	2	13%	-6%
Cc1occc1C(=O)OCC(=O)Nc1ccc(F)cc1	-4%	2.1	0%	-2%	-10%	-4	2%	-4%
COc1ccc(N(CC(=O)Nc2cc(C)ccc2C)S(=O)(=O)c2c(C)[nH]c(=O)[nH]c2=O)cc1	11%	-1.0	?	8%	-6%	1	1%	-5%

An excerpt of these results, as labelled records:
> NC(c1csc(Nc2ccc(C(=O)NCCCO)cn2)n1)c1ccccc1Cl (stereo not given)
  EPAC1 ag: -3% | IL2 activator: 0.1 | EPAC1 antag: 21% | Abeta yeast res: -4% | WRN helicase inh: -11% | PI5P4K alpha inh: 2 | FUS suppressor: 13% | PLK1 PBD block: -6%

> Cc1occc1C(=O)OCC(=O)Nc1ccc(F)cc1
  EPAC1 ag: -4% | IL2 activator: 2.1 | EPAC1 antag: 0% | Abeta yeast res: -2% | WRN helicase inh: -10% | PI5P4K alpha inh: -4 | FUS suppressor: 2% | PLK1 PBD block: -4%
